Screening data from PubChem BioAssay.
PAFAH1B2 inh = inhibitors of human PAFAH1B2; P68402; AID 492953; inhibition, % at 3.39 µM; recombinant PAFAH1B2, FP-rhodamine activity probe, fluorescence polarization; hit rate 1.2% among 340,000;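 active means inhibition above the mean of all tested compounds plus 3 SD, cut at about 24% in these data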;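 further: 0% = enzyme with DMSO and 100% = wells lacking PAFAH1B2; many of its hits are not listed in these tables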
Target sequence (P68402 whole entry, looked up): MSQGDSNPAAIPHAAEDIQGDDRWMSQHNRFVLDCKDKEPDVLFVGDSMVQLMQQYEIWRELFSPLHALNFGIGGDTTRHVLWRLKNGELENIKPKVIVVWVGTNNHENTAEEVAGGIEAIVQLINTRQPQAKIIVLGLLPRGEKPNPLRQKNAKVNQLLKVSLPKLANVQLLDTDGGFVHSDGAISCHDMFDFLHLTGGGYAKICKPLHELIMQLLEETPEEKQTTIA
PME-1 primary = blocks human protein phosphatase methylesterase 1 | inhibition, % at 5.9 µM | AID 2130 | hit rate 0.53% among 320,000 | Q9Y570 | recombinant PME-1, FP-Rh probe fluorescence polarization;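 active means inhibition above the campaign mean of all compounds plus 3 SD, cut at about 26% in these data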;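 further: competitive labeling of PME-1 active site by serine hydrolase directed probe; 0% = PME-1 with DMSO and 100% = wells lacking PME-1 enzyme; inhibitors block probe labeling so polarization falls and inhibition rises; many of its hits are not listed in these tables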
Target sequence (Q9Y570 whole entry, looked up): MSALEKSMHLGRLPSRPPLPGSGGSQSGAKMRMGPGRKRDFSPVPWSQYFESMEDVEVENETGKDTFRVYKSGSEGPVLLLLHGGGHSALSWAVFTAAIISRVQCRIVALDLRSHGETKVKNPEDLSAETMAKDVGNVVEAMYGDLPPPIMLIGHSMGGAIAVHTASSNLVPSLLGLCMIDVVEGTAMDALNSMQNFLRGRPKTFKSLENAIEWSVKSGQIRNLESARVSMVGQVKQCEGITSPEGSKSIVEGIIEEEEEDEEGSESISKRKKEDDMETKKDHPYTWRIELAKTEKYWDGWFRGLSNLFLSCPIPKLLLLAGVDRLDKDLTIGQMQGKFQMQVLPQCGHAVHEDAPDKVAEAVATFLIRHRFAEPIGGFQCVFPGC
PAD4 inh = inhibitors of human PAD4; recombinant PAD4, RCA probe fluorescence polarization; inhibition, % at 6.36 µM; hit rate 0.41% among 330,000;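 active means percent inhibition above a cutoff equal to the mean of all tested compounds plus 3 SD, cut at about 15% in these data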;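 further: 0% = PAD4 with RCA probe and DMSO and 100% = probe without PAD4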
pPAFAH FP inh = pPAFAH (human) enzyme inhibition; Q13093; recombinant pPAFAH, FP-rhodamine probe fluorescence polarization; inhibition, % at 3.39 µM; hit rate 1.5% among 330,000;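 active means inhibition above the mean inhibition across the screen plus 3 SD, cut at about 25% in these data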;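 further: inhibitors block binding of the rhodamine activity-based probe so polarization drops; 0% = enzyme with DMSO and 100% = wells lacking pPAFAH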
GSTO1 inh = GSTO1 inhibition, counter-screen for RBBP9 inhibitors; recombinant GSTO1, activity-based probe fluorescence polarization; inhibition, % at 5.96 µM; hit rate 1.1% among 300,000; AID 1974;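 active means inhibition above the campaign mean inhibition plus 3 SD, cut at about 35% in these data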;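 further: 0% = GSTO1-1 with DMSO and 100% = wells lacking GSTO1-1 enzyme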
PAFAH2 inh = inhibitors of human PAFAH2 | recombinant PAFAH2, FP-rhodamine activity probe, fluorescence polarization | inhibition, % at 3.39 µM | hit rate 0.99% among 340,000;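 active means inhibition above the mean over all tested compounds plus 3 SD, cut at about 30% in these data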;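 further: inhibitors block probe labeling of enzyme so polarization drops; 0% = enzyme with DMSO and 100% = wells lacking PAFAH2 protein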
PAFAH1B3 inh = blocks human PAF acetylhydrolase 1B catalytic subunit 3. Q15102. recombinant PAFAH1B3, FP-rhodamine probe, fluorescence polarization. inhibition, % at 3.39 µM. hit rate 0.28% among 340,000. AID 492972;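 active means inhibition above the screen-wide average of all tested compounds plus 3 SD, cut at about 25% in these data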;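 further: 0% = enzyme with DMSO only and 100% = wells lacking PAFAH1B3 protein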
Fam108B counter = counter-screen for RBBP9 inhibitors: inhibitors of mouse Fam108B | recombinant Fam108B, FP-Rh probe fluorescence polarization | inhibition, % at 9.51 µM | hit rate 0.33% among 300,000;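 active means inhibition above the screen mean inhibition plus 3 SD, computed separately per campaign, cut at about 18% in these data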;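 further: inhibitors lower polarization as less probe binds the enzyme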
LYPLA1 inh = LYPLA1 (human) inhibition in PME1 counter-screen. hit rate 0.16% among 320,000. inhibition, % at 5.9 µM. AID 2174. recombinant LYPLA1, FP-Rh probe fluorescence polarization. O75608;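 active means inhibition above the mean of all tested compounds plus 3 SD, set per campaign, cut at about 14% in these data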;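 further: inhibitors block serine hydrolase probe labeling of LYPLA1 so polarization falls; 0% = enzyme with DMSO and 100% = wells lacking LYPLA1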
Target sequence (O75608 whole entry, looked up): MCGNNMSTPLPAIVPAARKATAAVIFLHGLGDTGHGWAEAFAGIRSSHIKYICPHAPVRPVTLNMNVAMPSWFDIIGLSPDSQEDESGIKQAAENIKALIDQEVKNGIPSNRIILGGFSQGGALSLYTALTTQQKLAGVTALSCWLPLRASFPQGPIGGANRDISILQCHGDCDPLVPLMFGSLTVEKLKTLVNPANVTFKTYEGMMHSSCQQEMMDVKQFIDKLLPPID
* = called active by the depositor; · = no result given.

SMILES	PAFAH1B2 inh	PME-1 primary	PAD4 inh	pPAFAH FP inh	GSTO1 inh	PAFAH2 inh	PAFAH1B3 inh	Fam108B counter	LYPLA1 inh
Cc1cc(Cl)ccc1NC(=S)NCCC(c1ccccc1)c1ccccc1	-13	-49	3	-35	-21	-27	-27	-36	-36
CN1CCN(c2nc(-c3ccc(Cl)s3)cs2)CC1	-3	2	-2	5	9	8	6	-1	-2
Cc1cc(C)cc(NC(=O)c2oc3ccccc3c2COc2ccccc2)c1	-17	-19	-2	-8	1	-21	-6	-16	-3
Cc1ccc(C)c(N(CC(=O)NCc2ccco2)C(=O)CCC(=O)Nc2nccs2)c1	2	-3	9	0	0	2	1	-2	1
Cn1cccc1C(=O)NCCc1ccc(Cl)cc1	23	-1	-2	4	5	-2	2	1	1
CCc1ccccc1NC(=O)CSc1ccsc1[N+](=O)[O-]	1	2	-3	25*	17	7	2	8	-1
Cc1onc(-c2ccccc2)c1C(=O)NCC(=O)Nc1cc(Cl)ccc1Cl	1	·	-6	3	·	8	2	·	·
O=[N+]([O-])/C=C1/CCCCCN1	-1	-2	-3	3	10	-3	10	-8	3
Cc1cccn2c(=O)c3cc(C(=O)NCc4ccco4)c(=N)n(CCc4ccccc4)c3nc12	3	-1	-3	14	6	16	1	0	-4
COc1ccc(-c2cn(Cc3cccc(OC)c3)nn2)cc1	-2	3	-6	4	-5	-2	-1	4	-2
Cc1ccc(S(=O)(=O)N2CCCC(C(=O)NCCC3=CCCCC3)C2)cc1 (centres undefined)	15	-7	1	1	4	-2	4	1	1
CC(C)c1ccccc1NC(=O)COc1ccc2c(=O)c(Oc3ccc4ccccc4c3)coc2c1	·	-18	2	-16	-2	·	·	-15	-9
Cc1ccc(S(=O)(=O)N2CCOCC2)cc1NC(=O)c1cc(-c2ccccn2)nc2ccccc12	1	5	4	0	2	1	-2	-2	5
CC(C)N1C(=O)CCC1C(=O)N1CCN(c2ccccn2)CC1 (centres undefined)	0	2	1	12	3	24	-5	3	2
COc1cc(C2OC(=O)C3C(c4ccc(OC(C)=O)c(OC)c4)OC(=O)C23)ccc1OC(C)=O (centres undefined)	2	-2	7	-1	15	2	-1	-2	1
CC(C)NC(=O)CCCn1cc([N+](=O)[O-])cn1	3	-1	-2	2	11	5	7	7	-4
O=C(Nc1ccc2nn(-c3ccccc3)nc2c1)c1ccco1	3	-13	0	-5	-2	-12	-5	1	-3
C#CCOc1ccc(Cl)cc1/C=N/O	-4	3	-2	6	5	4	7	-2	-2
CCOc1cc(CNc2ccc3c(c2)OCCO3)cc(Br)c1OCC(N)=O	-5	-1	-5	0	19	0	-3	-2	-3
Cc1cc(C)nc(SCC(=O)NCc2ccco2)n1	6	-6	3	11	-1	-6	-3	-1	3

Rewritten as comma-separated lines: 7 of the compounds above
structure,PAFAH1B2 inh,PME-1 primary,PAD4 inh,pPAFAH FP inh,GSTO1 inh,PAFAH2 inh,PAFAH1B3 inh,Fam108B counter,LYPLA1 inh
CC(C)c1ccccc1NC(=O)COc1ccc2c(=O)c(Oc3ccc4ccccc4c3)coc2c1,·,-18,2,-16,-2,·,·,-15,-9
Cc1ccc(S(=O)(=O)N2CCOCC2)cc1NC(=O)c1cc(-c2ccccn2)nc2ccccc12,1,5,4,0,2,1,-2,-2,5
CC(C)N1C(=O)CCC1C(=O)N1CCN(c2ccccn2)CC1 (centres undefined),0,2,1,12,3,24,-5,3,2
COc1cc(C2OC(=O)C3C(c4ccc(OC(C)=O)c(OC)c4)OC(=O)C23)ccc1OC(C)=O (centres undefined),2,-2,7,-1,15,2,-1,-2,1
CC(C)NC(=O)CCCn1cc([N+](=O)[O-])cn1,3,-1,-2,2,11,5,7,7,-4
O=C(Nc1ccc2nn(-c3ccccc3)nc2c1)c1ccco1,3,-13,0,-5,-2,-12,-5,1,-3
C#CCOc1ccc(Cl)cc1/C=N/O,-4,3,-2,6,5,4,7,-2,-2

Continued.
SMILES	PAFAH1B2 inh	PME-1 primary	PAD4 inh	pPAFAH FP inh	GSTO1 inh	PAFAH2 inh	PAFAH1B3 inh	Fam108B counter	LYPLA1 inh
CCCCN(C)CCCNC(=O)c1cn(CC)c2ccc(S(=O)(=O)N3CCc4ccccc4C3)cc2c1=O	1	40*	-2	-6	14	1	7	2	-3
COc1ccc2c(c1)OC(=O)CC2c1cc(OC)c(OC)c(OC)c1 (centres undefined)	3	·	0	5	·	0	11	·	·
O=C(NC1CCCC1)C(c1cccnc1)N(C(=O)c1csnn1)c1ccccc1 (centres undefined)	-3	-2	-1	3	2	1	16	2	4
Cc1c(C(=O)N2CCOCC2)c(S(=O)(=O)N2CCN(c3ccc(Cl)cc3)CC2)c(C)n1C	12	2	2	7	-3	16	2	-2	-5
CNC(=S)N(CCCN(C)C)Cc1cc2cc3c(cc2[nH]c1=O)OCCO3	4	1	2	0	3	4	7	-1	0
O=C(CCSc1nnc(-c2ccco2)o1)Nc1ccc(F)cc1	4	7	-3	-1	9	2	3	1	2
Cc1ccc(NC(=O)CCNS(=O)(=O)c2ccc(Br)cc2)cc1S(=O)(=O)N1CCOCC1	0	3	-7	10	-9	-1	1	0	-4
Cc1ccc(NC(=O)c2cc(N3C(=O)CCC3=O)ccc2N2CCCCC2)cc1	3	-1	-2	2	4	7	-1	-5	0
CC1=C(C(=O)OCCNC(=O)c2ccccc2O)C(c2ccccc2[N+](=O)[O-])C(C(=O)OCC2CCCO2)=C(C)N1 (centres undefined)	-1	-3	-6	11	-2	-9	-5	-4	-11
Cc1cc(N2CCCCC2)nc(SCC(=O)c2ccccc2)n1	-4	8	-1	3	-6	-8	-5	-2	0
COc1ccc(NC(=O)CSc2nc3[nH]c(=O)[nH]c(=O)c3s2)cc1OC	4	2	-3	4	10	-10	6	1	2
S=C(Nc1cccnc1)NC1CCCC1	-1	4	-5	2	4	4	10	1	3
CC(C)C[C@H](NC(=O)c1cc2cc(Cl)ccc2n1C)C(=O)N1CCC[C@H]1C(=O)O	0	-1	2	9	2	-5	2	-1	0
O=C(NNC(=S)Nc1ccc(F)cc1)[C@H]1C[C@@H]1c1ccccc1	·	3	-1	-3	-8	·	·	1	-1
CC(C)(C)C1CCc2c(sc(NC(=O)CSc3nnc(-c4ccccc4)o3)c2C#N)C1 (centres undefined)	0	15	0	9	3	-6	2	-1	-4
Cc1ccc(NC(=O)CN(C)C(=O)Cc2ccc(Cl)cc2Cl)cc1	1	0	1	6	9	-9	5	2	2
Cc1nc(-c2ccc(F)cc2)c(CC(=O)Nc2cccc(S(=O)(=O)N3CCOCC3)c2)s1	4	-1	-1	6	2	0	5	1	1
O=C(O)c1ccccc1C(=O)Nc1ccc(S(=O)(=O)NC2CCCCC2)cc1	4	3	-2	6	0	3	1	-2	0
COc1ccc(C(C)NC(=O)c2ccccc2Cl)cc1OC (centres undefined)	2	-5	-2	-4	-1	-4	10	12	5
Cc1ccc(C)n1-c1ccccc1N	·	-10	-9	-4	22	·	·	-4	2
COc1ccc(CNC(=O)CN(C(=O)c2snc(C(N)=O)c2N)c2ccccc2F)cc1	-3	1	-1	5	1	9	5	1	3
COCc1cc(N2CCCC2)nc(-c2ccccc2)n1	0	-4	-1	5	-7	-6	0	-1	-2
C=C(Cl)COc1cc(C)cc2oc(=O)cc(CC)c12	-4	2	-3	5	-3	5	8	2	5
O=C(COc1ccc(/C=N/NS(=O)(=O)c2ccccc2)cc1)N1CCOCC1	3	5	2	5	-1	5	7	-2	4
COc1cc(/C=N/NC(=O)CNc2n[nH]c(=O)[nH]c2=O)ccc1O	2	-1	-2	5	-4	2	9	-3	-4
O=C1CCC2=C(CCCC2=O)N1	4	0	-6	0	-1	1	7	-5	3
CC(C)CCNC(=O)C(c1ccncc1)N(C(=O)Cn1nnc(-c2ccc(F)cc2)n1)c1ccccc1F (centres undefined)	6	4	-4	4	-1	1	3	0	0
O=C(Nc1cccn(Cc2cccc(F)c2)c1=O)NC1CCCCC1	-3	-4	-8	3	-5	0	2	0	-1
CCCCn1c(N)c(N(CCOC)C(=O)c2ccc(S(=O)(=O)N3CCCCC3)cc2)c(=O)[nH]c1=O	6	4	-3	0	1	2	6	-3	-6
COc1ccc(Cn2cc(C(=O)O)c(=O)c3ccccc32)cc1	0	-4	1	18	3	-6	-3	-4	0
CCc1ccc(NC(=O)c2cc(C(C)C)on2)cc1	3	-6	1	5	0	5	3	1	2
O=C(NCC#CCOCc1ccccc1)c1ccccc1	6	5	-8	1	4	-2	-3	0	-2
COC(=O)c1[nH]c2ccccc2c1CN1CCOCC1	3	-2	0	1	4	11	5	2	-1
O=C(CN1C(=O)c2cccc([N+](=O)[O-])c2C1=O)OCC(=O)N1CCCCC1	1	5	-3	-3	-10	1	0	-4	0
CCSc1nc(N)c(C#N)c(-c2ccco2)c1C#N	-1	-11	-4	0	-29	7	12	-1	-1
COc1cc(OC)cc(-c2nc3nc(C)c(CCC(=O)NCC(OC)OC)c(C)n3n2)c1	2	2	2	-5	-5	-4	3	-3	0
Nc1nnc(SCC(=O)NN2C(=O)NC3(CCCCC3)C2=O)s1	0	9	1	5	-2	3	1	-1	-1
CC(NC(=O)C(C)N1CCN(Cc2ccccc2)CC1)c1ccccc1 (centres undefined)	8	0	6	3	2	6	5	1	-1
O=C(COc1ccc2c(c1)oc(=O)c1ccccc12)NCCN1CCOCC1	1	-3	3	-8	0	2	3	-3	-3
Cc1ccc(CN2CCN(/N=C/C(Br)=C\c3ccccc3)CC2)cc1	·	4	2	0	3	·	·	6	5

A few values from above:
PAFAH1B3 inh with Nc1nnc(SCC(=O)NN2C(=O)NC3(CCCCC3)C2=O)s1 : 1
PAFAH1B2 inh with COc1cc(OC)cc(-c2nc3nc(C)c(CCC(=O)NCC(OC)OC)c(C)n3n2)c1 : 2

Next compounds:
SMILES	PAFAH1B2 inh	PME-1 primary	PAD4 inh	pPAFAH FP inh	GSTO1 inh	PAFAH2 inh	PAFAH1B3 inh	Fam108B counter	LYPLA1 inh
O=C(CC1C(=O)NCCN1Cc1ccc(-c2ccccc2)cc1)NCc1ccncc1 (centres undefined)	-4	-4	2	3	0	3	3	1	2
Cc1cc(C)n2nc(C(=O)NCc3ccco3)cc2n1	0	-7	0	-5	3	-2	14	0	-2
CNCC(=O)N1CCN(c2ncc(C(F)(F)F)cc2Cl)CC1	-3	-3	0	5	-3	2	0	-7	4
CCC1=C2CC[C@H]3C(=O)NC(=O)[C@H]3[C@H]2[C@@]2(Cc3ccccc3)C(=NCC(=O)OC)OC(=O)N2C1=O	7	0	1	2	7	4	5	3	-1

Of the compounds above, 3 have bromine.
SMILES	PAFAH1B2 inh	PME-1 primary	PAD4 inh	pPAFAH FP inh	GSTO1 inh	PAFAH2 inh	PAFAH1B3 inh	Fam108B counter	LYPLA1 inh
CCOc1cc(CNc2ccc3c(c2)OCCO3)cc(Br)c1OCC(N)=O	-5	-1	-5	0	19	0	-3	-2	-3
Cc1ccc(NC(=O)CCNS(=O)(=O)c2ccc(Br)cc2)cc1S(=O)(=O)N1CCOCC1	0	3	-7	10	-9	-1	1	0	-4
Cc1ccc(CN2CCN(/N=C/C(Br)=C\c3ccccc3)CC2)cc1	·	4	2	0	3	·	·	6	5

These rows are one share of the data; rates above refer to the full screens.
